Peg3 imprint = genomic imprint erasure induction; mouse ES Peg3-LacZ reporter, beta-gal luminescence, 40 h; Potency, µM (titrated, usually from 60.7 µM), without a hit: at the highest dose activity change, positive = activation, hits mostly activators; hit rate 0.02% among 110,000; AID 1948;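 also: 0% = negative control wells on the plate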
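Gelatin-coated wells received 300 freshly trypsinized female ES cells with a Peg3LacZ-Neo reporter on the maternal allele, then incubated 40 hours at 37C. BetaGlo was added for 5 minutes at room temperature before a single luminescence read.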
p53ts 39C tox = p53ts cell cytotoxicity, nonpermissive temperature. H1299-p53A138V viability at 39C, ATP luminescence, 24 h. Potency, µM (series often up to 46.1 µM), inactives show at the highest dose activity change, negative = cell killing, usual class: cytotoxic. hit rate 1.5% among 130,000. AID 902; also: nearly all actives have a fitted effect of over 55% in size
IkB signaling = suppresses IkB signaling in ABC-DLBCL reporter cells | ABC-DLBCL IkBa-CBG/CBR dual luciferase ratio, 4 h; response scale: scaled: untreated 0%, proteasome inhibitor 100% | Potency, µM (highest dose often 57.1 µM), inactives show top-dose IkBa stabilization activation | hit rate 0.04% among 110,000 | AID 445; active = well fitted curve in the direction sought with a large enough effect in the signal ratio, not every such curve was filed as active; inconclusive = small, poorly fitted or top-dose-only effect, or a change in a side signal; the % refers to the signal ratio;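 also: the direction sought is a rising ratio; 0% = basal untreated cells and 100% = reference inhibitor full response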
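Curves were fitted separately to fusion (green), unfused (red) and ratio luminescence, then classed by r2, magnitude and activity. Cells: OCI-Ly3, 4 h compound plus doxycycline at 37C; 10 uM MG-132 defined full response.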
p53ts 32C tox = cytotoxicity in p53ts cells at permissive temperature; H1299-p53A138V at 32C, ATP luminescence viability, 24 h; Potency, µM (highest dose often 46.1 µM), inactives show top-dose activity change, negative = cytotoxicity, hits mostly cytotoxic; hit rate 0.93% among 130,000; AID 924;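 also: 0% = DMSO and -100% = full killing by reference compound; nearly all actives have a fitted effect of over 55% in size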
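Viability by ATPlite luminescence after 24 h compound treatment (up to 46 uM) at the permissive 32C. Cells are H1299 carrying p53 A138V. Scale runs from DMSO basal to 100 uM tamoxifen as full kill; AC50 from Hill fits.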
Starred values were filed as active, the others as inactive; ? = inconclusive; · = not tested or not shown; [ ] = dose if it differs, or a comment. Unless noted, calls follow the shape of the dose curve; as a rule, active = well fitted curve in the direction sought with a large enough effect; inconclusive = small, poorly fitted or top-dose-only effect, or another doubt; inactive = no such curve, though single readings can be large; an effect the other way counts as inactive or inconclusive. Unless noted, % is scaled to controls: 0 for no effect and ±100 for the full control effect; potency is read from the fitted curve at half-maximal effect.

molecule,Peg3 imprint,p53ts 39C tox,IkB signaling,p53ts 32C tox
COc1cccc(-c2nc(CS(=O)(=O)CC(=O)NCCCc3ccccc3)c(C)o2)c1,-10%[10.9 µM],9%,?,-2%
O=C(COc1ncnc2sccc12)N1CCN(S(=O)(=O)c2ccc(Cl)cc2)CC1,1%,-1%,-0.5%,5%
CC(=O)Nc1sc(C)c(C)c1C(=O)OC1CCOC1=O (configuration not stated),-3%,1%,-0.4%,2%
COCCN1C=C(C(=O)OC)C(c2ccc3c(c2)OCO3)C(C(=O)OC)=C1,-2%,1%,2.4%,-5%
CCOC(=O)c1ccccc1NC(=O)N1CC(C)Oc2ccc(C)cc21 (configuration not stated),-5%[10.9 µM],-19%,-1.5%,9%
COc1ccc(C(=O)Nc2ccc(-c3cc4ccccc4oc3=O)c(C)c2)cc1OC,-14%[10.9 µM],-9%,?,4%
O[C@@H](C1=C/C(=C\c2ccncc2)c2ccccc21)c1ccncc1,-1%[10.9 µM],-18%[9.22 µM],?,-8%[9.22 µM]
Cc1cc(C)cc(N(CC(=O)NCCc2ccc(Cl)cc2)S(=O)(=O)c2c(C)noc2C)c1,-5%[10.9 µM],4%,-2.2%,2%
Cc1coc2c(C)c3oc(=O)c4c(c3cc12)CCCC4,-4%,-6%,0.2%,1%
Cc1oc(-c2ccccc2F)nc1CS(=O)(=O)CC(=O)N1CCN(c2ccc(Cl)cc2)CC1,-12%[10.9 µM],?,?,2%
O=c1c2ccccc2nnn1CSc1nnc(-c2ccco2)o1,-2%,-2%,0.1%,11%
CC1=C(C(=O)NCc2ccccc2)C(c2cc(Br)cc(Br)c2OC(C)C)NC(=O)N1 (configuration not stated),·,-8%,·,0%
CS(=O)(=O)N1CCC[C@@]2(CCN(Cc3ccccc3)C2)C1,·,8%,-1.3%[11.4 µM],-1%
COc1cc(SC)ccc1C(=O)Nc1ccc(S(=O)(=O)Nc2nccc(C)n2)cc1,-14%[10.9 µM],-2%,0.1%,-1%
CCc1nnc(SCc2ccc(OC)cc2)c2cc3sc(C)cc3n12,-9%[10.9 µM],-13%,-4.2%,-3%
CCCCn1cnc2cc(NC(=O)c3cc(OC)c(OC)c(OC)c3)ccc21,12%[10.9 µM],-3%,?,0%
CCn1nnnc1SCC(=O)Nc1nc(-c2cccs2)cs1,-19%,-18%,?,33%[activator]
O=C(CSc1nc(-c2cccc(F)c2)[nH]c1-c1ccccc1)Nc1ccc2c(c1)OCO2,9%[10.9 µM],?,?,-1%
CC(C)n1nc(C(=O)OCC(=O)N(C)C2CCS(=O)(=O)C2)c2ccccc2c1=O (configuration not stated),-5%,-16%,-3.3%,2%
Cc1ccc(C(=O)CSc2nc(-c3ccccc3)nc3c2CCCC3)cc1C,-12%[10.9 µM],14%,3.2%,5%
Cc1cc(NC(=O)NC2(C(F)(F)F)Oc3ccc(Cl)cc3O2)no1 (configuration not stated),-20%,?,4.3%,-11%
Cc1ccc(N2CCn3c2nc2c3c(=O)n(CCc3ccccc3)c(=O)n2C)cc1C,-8%[10.9 µM],-5%,?,10%
COc1ccc(-c2nc3ccccc3n2Cc2ccc(Cl)cc2)cc1,?,38%[activator],?,-7%
Cn1nnc(-c2ccc(OCc3ccccc3F)cc2)n1,-85%[inhibitor],-25%,15%,-28%
Cc1onc(-c2c(Cl)cccc2Cl)c1C(=O)Nn1cnnc1,3%,0%,-1.4%,7%
CCc1nc2ccccc2n2c(-c3ccccc3)c3c(=O)n(C)c(=O)n(C)c3c12,-3%[10.9 µM],24%,-1.7%,10%
COc1ccc(CN2CCN(C(=O)c3ccco3)CC2)cc1,-9%,-5%,0.4%,-1%
N#Cc1cccc(Cn2nnc(-c3ccccc3)n2)c1,-2%,-3%,-2.3%,-3%
CC(C)c1ccc(C2=CC(c3cccc(Cl)c3)n3ncnc3N2)cc1 (configuration not stated),-21%[10.9 µM],-13%,-1.7%,-15%
Cc1cc(C)cc(OCC(=O)Nc2nc(-c3ccc(F)cc3)ns2)c1,-14%[10.9 µM],-9%,-1.5%,-9%
CCOC(=O)N1CCN(C(=O)CN2C(=O)COc3ccc(C)cc32)CC1,14%,-5%,2.1%,-9%
COc1ccc(NC(=O)c2cc3c(=O)n(C)c4cc(Cl)ccc4c3s2)cc1Cl,22%[10.9 µM],24%,-1.6%,6%
CCCC(=NCC(=O)O)C1=C(O)C(C(=O)OC)C(C)(C)CC1=O (configuration not stated),-11%,0%,-2.4%,-1%
CN=C(C)C1=C(O)C(C(=O)OC)C(C)(C)CC1=O (configuration not stated),-8%,9%,0.5%,-3%
O=C(NCc1cccs1)c1cc(S(=O)(=O)N2CCCCC2)ccc1Cl,·,4%,·,-30%
O=C1N(c2ccc(Cl)c(Cl)c2)CN(Cc2ccccc2)CN1n1cnnc1,-51%[inhibitor],1%,-3.7%,3%
Cc1ccc2c(c1)c(=O)c1ccccc1n2CCCC(=O)Nc1ccc(F)cc1F,-12%[10.9 µM],3%,2.6%,7%
Cc1ccc(C2CC(=O)Nc3sc(C(N)=O)c(N)c32)cc1 (configuration not stated),-18%,30%,-1.1%,10%
CC(=O)OCC(=O)[C@@]1(O)CC[C@@H]2[C@H]3CCC4=CC(=O)CC[C@]4(C)[C@]3(F)[C@@H](O)C[C@@]21C,-1%[16.8 µM],-4%[20.6 µM],?,4%[20.6 µM]
COc1cccc(N2CCN(C3CC(=O)N(c4ccc(C)c(Cl)c4)C3=O)CC2)c1 (configuration not stated),2%,-4%,3.4%,-8%
COc1ccc(CNc2ncnc3ccc(-c4ccc5c(c4)OCO5)cc23)c(OC)c1,-14%,-2%,8.8%[11.4 µM],5%
COc1ccccc1CNC(=O)C1CCN(S(=O)(=O)Cc2ccccc2)CC1,-5%[10.9 µM],25%,-0.1%,3%
Cc1ccc(C)c(N2CCN(C(=O)C3CCCN(S(=O)(=O)c4cccc5nsnc45)C3)CC2)c1 (configuration not stated),-10%[10.9 µM],-3%,?,4%
COc1ccc(S(=O)(=O)N2CCN(Cc3ccc4c(c3)OCO4)CC2)cc1OC,-3%[10.9 µM],-12%,?,-3%
Brc1cnc(N2CCCC2)nc1N1CCOCC1,-5%,-5%,0.0%,-1%
CCOC(=O)c1noc2nc(C)n(CC(=O)Nc3ccc(Br)cc3C)c(=O)c12,8%[10.9 µM],-23%,-0.2%,-9%
Cc1ccc([N+](=O)[O-])cc1NC(=O)CN(c1ccccc1)S(=O)(=O)N(C)C,-5%[10.9 µM],-10%,2.8%,-1%
CCCCOC(=O)CN1C(=O)c2ccc(C(=O)OCCCC)cc2C1=O,·,-3%,?,0%
Cc1ccc(-c2nc(-c3nccc4ccccc34)oc2-c2ccccc2)cc1,-6%[10.9 µM],4%[9.22 µM],?,-1%[9.22 µM]
O=C(Nc1cccc(C(F)(F)F)c1)c1cccc(C(=O)Nc2cccc(C(F)(F)F)c2)c1,-18%[10.9 µM],-18%,-2.3%,9%
O=C(OC(C(=O)NCc1cccs1)c1ccccc1Cl)c1ccco1 (configuration not stated),5%,-6%,0.4%,2%
Cc1cc(NC(=O)CCN2CCC(C(N)=O)CC2)ccc1Br,-3%,-4%,0.6%,12%
CC(=O)N1CCC[C@@]2(CCN(C(c3ccccc3)c3ccccc3)C2)C1,·,-1%,1.9%[11.4 µM],11%
CCOc1ccc(NC(=O)C2CCN(S(=O)(=O)c3c(C)noc3/C=C/c3ccco3)CC2)cc1,-17%[10.9 µM],8%,-2.8%,-21%
COc1ccc(C(=O)CSc2nnc(-c3cnccn3)n2Cc2ccco2)cc1,-3%,-1%,1.6%,5%
CCCc1cc(-n2ccnc2)n2c(nc3ccccc32)c1C#N,14%,7%,-2.8%,13%
N#CC1=C(N)SC(N)=C(C#N)C1C1C=CCCC1 (configuration not stated),·,-13%,·,-12%
CCc1ccc(-n2nc(C)c3c(C(=O)N4CCN(c5ccccc5)CC4)cc(C)nc32)cc1,13%[10.9 µM],-18%,?,1%
COc1ccc(C2C(C(=O)Nc3cccnc3)=C(C)Nc3nc(-c4ccccc4)nn32)cc1OC (configuration not stated),3%[10.9 µM],13%,-1.6%,0%
Cc1cc(N)ccc1-n1c(C)ccc1C,-6%,-12%,2.4%,1%

(cont.)
molecule,Peg3 imprint,p53ts 39C tox,IkB signaling,p53ts 32C tox
CCc1cc2c(CN3CCN(CCO)CC3)cc(=O)oc2cc1O,-13%,13%,-2.8%,14%
Cc1ccc(SC/C(O)=C(\C#N)c2nc3ccccc3n2C)cc1,-4%,-11%,1.9%,-2%
COc1ccccc1CCNC(=O)Cc1c(C)c2c(O)cc(C)cc2oc1=O,29%[10.9 µM],12%,?,3%
CC(C)N1C(=S)SC(C)(C)C1NO (configuration not stated),-13%,6%,0.9%,11%
CCN1c2ccccc2NC2C1C(C(C)=O)C(=O)N2c1ccc(Cl)cc1 (configuration not stated),3%,20µM*,?,?
COc1ccc2[nH]c(=O)c(CN(CC3CCCO3)C(=O)Nc3ccccc3OC)cc2c1 (configuration not stated),-13%,-22%,?,-12%
CC(=O)N1CCc2c(sc3c2c(=O)n(-c2cc(Cl)ccc2C)c(=O)n3Cc2ccccc2F)C1,8%[10.9 µM],-14%,?,1%
CCOc1ccc(C(=O)c2oc3ccccc3c2NC(=O)Cc2coc3ccc(CC)cc23)cc1,-3%[10.9 µM],4%,-0.7%,8%
Cc1cc(C)c2cc(C#N)c(NCCCNC(=O)CCC(=O)O)nc2c1,-4%,-7%,1.0%,-8%
CCCNC(=O)C1CCN(S(=O)(=O)c2ccc3c(c2)CCCN3C(C)=O)CC1,11%[10.9 µM],-8%,2.9%,1%
CCCCCCN(C(=O)CCCCCN1C(=O)NC(c2ccc(-c3ccccc3)cc2)C(C(=O)OCc2ccccc2)=C1C)C(C(=O)NCCCC)c1ccc(-c2ccccc2)cc1 (configuration not stated),-11%,-9%,·,22%
CC1(C)N=C(SCc2ccccc2Cl)c2ccccc2N1,12%[10.9 µM],-9%,?,-1%
CCn1c(C(=O)N2CCC(C(=O)NCc3ccc4c(c3)OCO4)CC2)cc2sccc21,-10%,-3%,1.8%,3%
CC(C)CN(CCNC(=O)CN1C(=O)CSc2ccc(S(=O)(=O)N3CCOCC3)cc21)CC(C)C,-8%[10.9 µM],-15%,1.5%,3%
Cc1cc(Nc2cc(F)ccc2C)n2nc(C)nc2n1,-11%,0%,-3.0%,-10%
CCN(CC)CCNc1nc2ccccc2n1C,-4%,25%,0.3%,-5%
NC(N)=Nc1nc(CSCC/C(N)=N/S(N)(=O)=O)cs1,-10%,0%[20.6 µM],0.5%[25.6 µM],1%[20.6 µM]
Cn1c(=O)oc2cc(S(=O)(=O)N3CCC(C(=O)Nc4ccc(F)c(Cl)c4)CC3)ccc21,-1%[10.9 µM],-3%,?,3%
Cc1ccccc1C(=O)OCn1nnc2ccccc2c1=O,-8%,-8%,0.8%,-7%
O=C(NCc1ccccc1)c1nc(S(=O)(=O)Cc2ccccc2)ncc1Cl,-16%[10.9 µM],7.9µM*,?,?
O=C(c1csnn1)N1CCC2(CCCN(c3ccncc3)C2)CC1,·,-2%,2.9%[11.4 µM],-1%
O=c1c(CCc2ccccc2)nc2cncnc2n1Cc1ccc(F)cc1,-14%,-13%,1.2%[11.4 µM],9%

Three entries already listed, sorted by count of non-hydrogen atoms, descending.
molecule,Peg3 imprint,p53ts 39C tox,IkB signaling,p53ts 32C tox
CCCCCCN(C(=O)CCCCCN1C(=O)NC(c2ccc(-c3ccccc3)cc2)C(C(=O)OCc2ccccc2)=C1C)C(C(=O)NCCCC)c1ccc(-c2ccccc2)cc1 (configuration not stated),-11%,-9%,·,22%
O=c1c(CCc2ccccc2)nc2cncnc2n1Cc1ccc(F)cc1,-14%,-13%,1.2%[11.4 µM],9%
Cc1cc(C)c2cc(C#N)c(NCCCNC(=O)CCC(=O)O)nc2c1,-4%,-7%,1.0%,-8%

Screening data: PubChem, National Center for Advancing Translational Sciences (NCATS)
